# Screening results from PubChem BioAssay.
# RBBP9 inhibitor: human RBBP9 hydrolase inhibition. O75884. recombinant RBBP9, FP-Rh probe fluorescence polarization. inhibition, % at 7.94 µM. 220,000 tested, 0.2% active;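 active means inhibition above the campaign mean of all tested compounds plus 3 SD, cut at about 14% in these data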;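 further: plate controls were DMSO wells with RBBP9 for no effect and wells lacking RBBP9 protein for full effect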
# Target sequence (O75884 whole entry, looked up): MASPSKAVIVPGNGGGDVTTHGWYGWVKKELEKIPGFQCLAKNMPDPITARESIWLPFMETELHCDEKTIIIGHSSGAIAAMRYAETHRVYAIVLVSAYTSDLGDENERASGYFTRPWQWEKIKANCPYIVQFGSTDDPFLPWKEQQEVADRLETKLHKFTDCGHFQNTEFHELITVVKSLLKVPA
#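 System: RBBP9 protein / Buffer or medium: Tris/NaCl buffer pH 8.0 with 0.1% Pluronic / Probe or stimulus: Serine-hydrolase probe FP-Rh, 375 nM pre-mixing / Dosing: 7.94 µM single dose, 0.794% DMSO / Times: enzyme-compound preincubation 30 min, then probe labeling 45 min, 25 °C / Technique: fluorescence polarization (mP), excitation 525 nm, emission 598 nm / Replication: singlicate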
# PERK inhibitor: blocks human PERK kinase; 220,000 tested, 0.17% active; inhibition, % at 5.6 µM; CHO PERK-DD fusion, SEAP luminescence translation reporter; Q9NZJ5;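 active means inhibition above the mean inhibition of all tested compounds plus 3 SD, set separately per screening campaign, cut at about 2.9% in these data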;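 further: PERK kinase domain activated by AP20187 dimerizer at 100 nM; 0% = DMSO with dimerizer and 100% = rapamycin at 8.4 µM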
# TNF necrop inh: inhibitors of TNF-alpha induced necroptosis in Jurkat FADD-/- cells. 220,000 tested, 0.068% active. activation (protection from cell death), % at 10 µM. Jurkat FADD-/- TNF necroptosis rescue, ATP luminescence, 24 h; 0 = TNF only, 100 = no-TNF cells;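 active means activation, meaning protection from cell death, of at least 50% relative to plate controls; inactive means activation below 50%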;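 further: necroptosis triggered by 40 ng/mL TNF-alpha added together with compound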
# Runt-SMMHC FRET: Runt domain-CBFb-SMMHC interaction inhibition. Cerulean-Runt/Venus-CBFb-SMMHC FRET ratio 530/480, 1 h. Q01196+Q13951. 220,000 tested, 0.74% active. inhibition, % at 20 µM;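 active means mean inhibition across duplicate retests at 20 µM reaching about 50%, limit read from the data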;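 further: 0% = DMSO wells and 100% = wells with excess untagged CBFb-SMMHC; inhibitors lower the FRET ratio by blocking Runt binding to CBFb-SMMHC; some results filed as inactive read as strong as hits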
# Target sequence (Q01196 whole entry, looked up, the tested form may be a part): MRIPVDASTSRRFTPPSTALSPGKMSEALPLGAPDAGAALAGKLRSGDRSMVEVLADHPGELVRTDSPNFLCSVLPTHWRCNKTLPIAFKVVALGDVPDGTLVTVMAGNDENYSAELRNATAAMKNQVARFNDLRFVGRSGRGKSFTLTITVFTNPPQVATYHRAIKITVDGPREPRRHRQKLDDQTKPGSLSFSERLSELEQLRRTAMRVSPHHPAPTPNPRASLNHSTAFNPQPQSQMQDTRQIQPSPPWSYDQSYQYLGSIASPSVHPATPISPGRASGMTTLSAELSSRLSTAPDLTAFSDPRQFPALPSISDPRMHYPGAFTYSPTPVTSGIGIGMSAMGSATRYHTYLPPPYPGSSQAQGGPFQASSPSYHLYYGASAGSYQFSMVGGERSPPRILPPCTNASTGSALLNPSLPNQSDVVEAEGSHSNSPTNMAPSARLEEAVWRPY
# Target sequence (Q13951 whole entry, looked up, the tested form may be a part): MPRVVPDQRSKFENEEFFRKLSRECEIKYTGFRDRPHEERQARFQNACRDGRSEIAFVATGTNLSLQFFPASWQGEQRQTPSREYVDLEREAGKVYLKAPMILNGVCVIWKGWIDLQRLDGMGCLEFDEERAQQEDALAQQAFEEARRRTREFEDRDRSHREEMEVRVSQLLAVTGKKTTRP
# L929 necroptosis: L929 zVAD cell death inhibition; viability rescue, % at 10 µM; L929 zVAD necroptosis rescue, ATP luminescence, 24 h; with zVAD 60 µM; 220,000 tested, 0.38% active;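 active means activation, scaled between plate controls, above about 75%, limit read from the data; inactive means activation under that limit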;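 further: 0% = zVAD with DMSO and 100% = DMSO alone without zVAD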
# Hck Nef HTS: blocks Nef-activated human Hck kinase; P08631; 220,000 tested, 0.68% active; inhibition, % at 20 µM; AID 463187; Recombinant Hck-YEEI plus Nef, Z-Lyte FRET kinase assay;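 active means Hck-Nef kinase inhibition above about 50%, limit read from the data; inactive means inhibition below that limit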;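 further: 0% = DMSO with Hck plus Nef and 100% = Hck alone without Nef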
# Runt-CBFb FRET: Runt domain-CBFb interaction inhibition; Q01196+Q13951; Cerulean-Runt/Venus-CBFb FRET ratio 530/480, 1 h; inhibition, % at 20 µM; 220,000 tested, 0.46% active;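 active means inhibition over about 50% at 20 µM in the single-dose screen, limit read from the data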;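 further: 0% = DMSO wells and 100% = excess unlabeled CBFb competitor control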
#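 Assay system: Cerulean-Runt domain / Medium: Tris 50 mM pH 7.5, KCl, K2SO4, 0.01% BSA / Timing: protein complex preformed 1 h, compound exposure 1 h, room temperature, dark / Measured by: FRET, excitation 422 nm, emission at 530 and 480 nm / Evaluation: loss of energy transfer signal / Control set: 5 µM unlabeled CBFb as full-inhibition high control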
# EP2 antag: EP2 receptor (human) inhibition. 260,000 tested, 0.52% active. inhibition, % at 25 µM. AID 1422. P43116. C6 glioma cells expressing human EP2, cAMP TR-FRET; cells stimulated with saturating PGE2;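 active means percent inhibition above 40 after rounding to a whole number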;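 further: rat C6 glioma host cells with rolipram phosphodiesterase inhibitor present; the protocol text gives 20 µM as final concentration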
# EP2 mod: EP2 receptor (human) modulation; P43116; EP2-expressing cells, cAMP HTRF FRET, PGE2 co-stimulation; induction, % at 25 µM; 260,000 tested, 0.83% active;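 active means compounds whose cAMP rise, as percent of the full-agonist control response, exceeds 60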;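 further: rat C6 glioma line stably carrying human EP2 under a CMV promoter; the protocol text gives 20 µM as final concentration; 100% = response of wells given 1 µM PGE2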
# * = called active by the depositor; x = not tested or not shown; & = joins results of further samples.
# The line under a structure holds: RBBP9 inhibitor	PERK inhibitor	TNF necrop inh	Runt-SMMHC FRET	L929 necroptosis	Hck Nef HTS	Runt-CBFb FRET	EP2 antag	EP2 mod
> Cc1cc(NC(=O)CCSc2ccc(Cl)cc2)no1
  -4	-0.7	0.2	-1	31	-15	-2	11	-11
> Cc1ccc(C(=O)c2ccc(N3CCOCC3)c(F)c2)cc1
  -2	-0.9	-3.0	1	-0.5	7	-4	14	-30
> Cc1cc(CNC(=O)c2cccnc2Cl)c2ccccc2n1
  -4	-0.1	0.6	3	3.9	19	-4	17	-8
> CCCCSc1ncc(C(=O)OCC)c(N)n1
  -2	-0.1	0.0	0	0.5	9	-4	14	24
> COc1ccc(CNc2ccc(Br)cc2)cc1
  -13	0.4	28	2	20	27	2	5	11
> COCCn1c(SC(C)C(=O)Nc2ccc3c(c2)OCCO3)nc2ccccc2c1=O (stereo unspecified)
  -4	-0.7	-1.5	6	-0.1	0	-4	13	-53
> Cc1cccc(-n2c(N)cc(=O)nc2SCC(=O)Nc2nnc(CC(C)C)s2)c1
  -4	-0.1	0.9	3	-0.2	-16	0	x	25
> Cc1ccc(NC(=S)Nc2c(C)n(C)n(-c3ccccc3)c2=O)cc1Cl
  -8	1.5	-1.0	2	-0.2	-7	4	7	-26
> Cc1cccc(OCC(=O)N2CCCc3ccccc32)c1
  -5	1.6	-0.2	3	2.2	18	2	10	12
> COc1ccccc1NC(=O)C1=C(C)NC(SCC(=O)c2ccc(C)cc2)=C(C#N)C1c1ccco1 (stereo unspecified)
  -10	-0.9	-9.5	-39	-0.4	1	-24	x	1
> Cc1ccc(C(=O)NNC2=NC(C)(C)Cc3ccccc32)cc1
  -5	-1.4	1.4	2	0.9	15	2	8	13
> COc1cccc(/C(O)=C/C(=O)C(=O)Nc2ccc(S(=O)(=O)NC(C)=O)cc2)c1
  -1	2.0	2.1	2	1.0	-9	0	11	36
> CC(OC(=O)C1CC(O)CN1S(=O)(=O)c1ccccc1[N+](=O)[O-])C(=O)N1CCCCC1 (stereo unspecified)
  3	2.0	-0.4	-1	-0.4	2	2	15	27
> CC1CCCC(NC(=S)NC(=O)c2cncc(Br)c2)C1C (stereo unspecified)
  3	0.1	0.8	0	0.9	9	-4	9	0
> CNS(=O)(=O)c1cccc(C(=O)OCC(=O)Nc2ccc(OC)cc2[N+](=O)[O-])c1
  -10	1.5	0.6	3	3.1	20	0	10	-28
> CC(C)(C)c1cc2cccnc2n1Cc1ccccc1
  1	0.1	0.0	-2	-0.2	1	-1	6	9
> CN(CP(=O)(O)CCc1ccccc1)S(C)(=O)=O
  -11	0.9	-3.2	0	0.0	1	0	5	17
> Cc1ccc(-c2ccnc3nc(-n4cccc4)nn23)o1
  -2	-0.9	0.4	0	2.1	22	-2	2	17
> Cc1cc(NC(=O)c2ccc(Cl)cc2)n(CCOC(=O)c2ccc(Cl)cc2)n1
  -10	-1.1	-1.6	0	1.3	-2	-7	8	-4
> CCOc1ccc2nc(N3C(=O)CNC3=S)sc2c1
  -13	0.0	-1.7	-4	0.1	8	0	8	-16
> COc1ccc(OC)c(NC(=O)C(=O)N/N=C/c2ccccc2[N+](=O)[O-])c1
  -6	0.8	-8.3	-5	-0.3	1	0	-5	-25
> CCNc1nc(Cl)nc(N(NC(C)=O)C(C)CC)n1 (stereo unspecified)
  6	-0.2	-0.1	4	-0.3	-2	0	13	29
> O=C(O)CCC(=O)Nc1ccc(C(=O)OCC(=O)c2ccc(Cl)cc2Cl)cc1
  -4	1.1	-0.4	-2	1.5	23	-2	14	4
> O=C1NCCN1CCNS(=O)(=O)c1ccc(F)c(Cl)c1
  -3	0.5	2.7	2	1.1	6	-1	17	1
> C/C=C/C(=O)OCC(=O)Nc1ccccc1Br
  2	0.4	2.7	3	1.6	11	1	7	-24
> Cc1ccc(-c2csc3nc(-c4ccncc4)[nH]c(=O)c23)cc1
  -6	0.3	-9.2	-7	-0.3	27	-3	7	-8
> S=C(Nc1ccc(Cl)cc1)NC1CC2CCCC(C1)N2C1CCCC1 (stereo unspecified)
  8	-0.6	-7.8	6	0.9	0	3	31	-35
> Cc1ccc(-c2cc(C(=O)Nc3cnn(C(C)C)c3)no2)cc1
  -14	-0.7	0.6	-10	-0.3	-1	8	13	-23
> O=C(Nc1ccc2c(c1)OCCO2)C(=S)NCc1ccccc1
  -3	1.0	0.5	0	0.7	22	0	6	-45
> CS(=O)(=O)N(CC(=O)NCc1ccccc1)Cc1ccc(Cl)cc1
  -12	-1.1	1.0	1	0.3	-18	1	4	17

# (further entries)
# The line under a structure holds: RBBP9 inhibitor	PERK inhibitor	TNF necrop inh	Runt-SMMHC FRET	L929 necroptosis	Hck Nef HTS	Runt-CBFb FRET	EP2 antag	EP2 mod
> O=C(C1CCCN(S(=O)(=O)c2cccc3cccnc23)C1)N1CCN(c2ccccc2F)CC1 (stereo unspecified)
  2	-0.5	-6.7	1	-1.0	1	2	2	15
> CCCCCn1c(=S)[nH]c2ncccc2c1=O
  -6	0.5	-3.9	0	-0.3	2	4	x	-2
> CCOc1ncccc1C(=O)N1CCN(S(=O)(=O)c2ccccc2)CC1
  1	0.3	0.6	-2	-1.9	13	1	1	-24
> Cc1cccc2cc(CN(CC3CCCO3)C(c3nnnn3Cc3ccco3)C(C)C)c(=O)[nH]c12 (stereo unspecified)
  -9	-0.4	-9.9	5	0.2	3	4	4	25&21
> COC(=O)c1cc2sc(Cl)cc2n1CC(=O)NCC1CCCO1 (stereo unspecified)
  -2	0.5	1.0	-8	1.2	-3	0	4	4
> N/C(=N\OC(=O)c1cc(Br)ccc1Cl)c1cccnc1
  -7	0.2	0.5	-1	1.2	-14	-2	8	-8
> COc1ccc(N(CC(=O)N2CCc3ccccc32)S(=O)(=O)c2c(C)nn(C)c2C)cc1
  -1	0.1	-2.4	-2	0.0	0	1	11	23
> O=C(O)c1cccc(C(=O)Cc2ccccc2)c1
  -7	-0.1	-1.2	-7	1.6	0	-2	9	3
> CCOc1ccc(Cc2onc3c2C(=O)CCC3)cc1OCC
  -5	-0.5	-0.6	-2	3.0	12	0	8	16
> CC(Sc1nnc(N)s1)c1ccccc1Cl (stereo unspecified)
  2	-0.3	0.2	0	1.1	1	-1	7	-8
> Cc1c(C(=O)NCC2CCCO2)oc2ccc(S(=O)(=O)N3CCCC3)cc12 (stereo unspecified)
  2	0.0	-1.8	3	1.2	-12	8	8	4
> CCC(Sc1nc2ccccc2c(=O)n1CCN1CCOCC1)C(=O)NCc1cccnc1 (stereo unspecified)
  3	-0.7	-0.7	0	-0.5	6	0	6	9
> O=C(NN1CCOCC1)c1cc(-c2ccc(Br)cc2)nc2ccccc12
  1	-0.1	2.0	3	1.6	0	-8	5	1
> COC(=O)NCC(c1cccnc1)N1CCN(c2ccccc2OC)CC1 (stereo unspecified)
  7	-0.2	1.4	2	1.9	4	-2	2	18
> Clc1ccc(COc2ccccc2CNCc2cccnc2)cc1
  -5	-0.8	1.1	1	-0.9	0	-2	1	-5
> O=C1c2oc3ccc(F)cc3c(=O)c2C(c2ccc(F)cc2)N1CCCN1CCOCC1 (stereo unspecified)
  -11	0.3	2.6	x	0.0	0	x	9	x
> COc1ccc2[nH]c(C(=O)O)c(CCC(=O)O)c2c1
  -5	1.3	-0.7	-3	-0.1	15	-1	3	4
> O=C(O)C1CCc2sc3[nH]c(=S)n(-c4ccccc4)c(=O)c3c21 (stereo unspecified)
  1	1.3	1.8	20	0.2	-7	48	9	27
> COc1cc(CNc2ccc(N3CCN(C(C)=O)CC3)cc2)ccc1OCc1ccc(F)cc1
  3	0.2	-0.4	1	6.5	23	1	26	-31
> COC(=O)CSCC(=O)Nc1nnc(-c2cccc(C)c2)s1
  -1	0.1	-0.2	4	1.4	22	-1	9	-34
> O=C(O)c1ccccc1P(=O)(c1ccccc1)c1ccccc1
  -7	1.4	-1.2	-1	0.3	18	1	6	35
> C=CCNC(=O)/C(=C\c1ccc(OC)cc1)NC(=O)c1ccc([N+](=O)[O-])cc1
  0	2.7	-0.1	-7	-1.3	23	-2	2	-11
> COC(=O)CCCCCCCCC(O)C[N+]1(C)CCOCC1 (stereo unspecified)
  -1	0.0	1.2	5	0.5	14	-14	6	19
> CCc1ccc2c(c1)C(=O)C(=O)N2CC(=O)Nc1ccc(NC(=O)c2ccccn2)cc1
  -9	0.4	-2.1	-7	78*	77*	-7	6	-40
> NC(=O)C1CCCNC1 (stereo unspecified)
  x	x	1.1	-7	-0.5	31	2	10	-2
> COc1ccc(S(=O)(=O)N2CCOCC2)cc1NC(=O)CSc1n[nH]c(C(C)C)n1
  -7	1.2	1.7	-7	2.9	3	2	5	-7
> O=C1C2C3C=CC(C3)C2C(=O)N1c1ccc(-c2nc3ccccc3c(=O)o2)cc1 (stereo unspecified)
  2	0.2	-0.1	2	-1.2	11	2	9	-68
> CC(C)c1nc(-c2ccccn2)no1
  -8	1.0	0.0	-1	1.1	0	-1	5	5
> CN1CC(=O)NC1=NC(=O)c1cc(F)c(F)cc1Cl
  3	0.4	-1.4	-3	0.2	1	1	-3	-1
> O=C(COc1ccc(S(=O)(=O)N2CCCC2)cc1Cl)NCc1ccco1
  -1	0.0	-1.9	2	-0.7	-20	0	6	-2

# Additional records follow:
# The line under a structure holds: RBBP9 inhibitor	PERK inhibitor	TNF necrop inh	Runt-SMMHC FRET	L929 necroptosis	Hck Nef HTS	Runt-CBFb FRET	EP2 antag	EP2 mod
> O=S(=O)(Cc1cc(N2CCOCC2)nc(-c2ccccn2)n1)c1ccccc1
  1	0.2	-2.0	-5	54	20	-2	3	-4
> CN(C)/C=C/C(=O)c1cnc2n(c1=O)CCS2
  3	0.0	0.4	-34	2.9	25	0	5	30
> COC(=O)c1ccc2c(c1)N(C)CCS2
  -8	0.5	-0.3	-2	1.2	4	0	12	9
> NC(CO)c1cn([C@@H](CCC(=O)O)C(=O)N2CCNCC2)nn1 (stereo partly specified)
  -4	1.2	0.3	-6	0.2	-5	2	8	18
> C/C=C\C=C/C(=O)Nc1cccc(C2=NOC3(C2)C[C@@H](C(N)=O)N(C(=O)CCCCC)C3)c1 (stereo partly specified)
  x	x	3.7	1	0.1	4	-1	6	2
> COc1cccc(-c2nc(CS(=O)(=O)CC(=O)N3CCN(c4ccccn4)CC3)c(C)o2)c1
  -8	0.6	-5.8	-2	0.0	2	0	9	-12
> Cc1ccc(S(=O)(=O)N2CCCCC2)cc1NC(=O)COC(=O)c1cc[n+]([O-])cc1
  -5	0.6	-1.8	-1	-0.9	3	-2	6	19
> CN(C)c1ccc(C(=S)N2CCN(c3ccccc3)CC2)cc1
  2	-0.8	-1.6	-1	0.5	2	-1	13	-65
> CCOC(=O)C1(CC2CCCCO2)CCN(Cc2nccn2-c2ccc(OC)cc2)CC1 (stereo unspecified)
  -9	1.1	2.5	2	1.0	-13	-2	11	4

# A portion of the library, so the mix of outcomes need not match the whole.
